Assay outcomes (PubChem BioAssay)
All columns: NCI-60 one-dose screen, growth in % after 48 h at 10 µM unless noted; 100 = growth as untreated, 0 = no growth, -100 = all killed.
HOP-92: HOP-92 NSCLC cells | 71,000 compounds, 6.3% hits
M14: M14 melanoma; 80,000 compounds, 6.2% hits; AID 1794745
HOP-62: HOP-62 NSCLC; 80,000 compounds, 3.9% hits
CCRF-CEM: CCRF-CEM leukemia | 77,000 compounds, 7% hits | AID 1794778
EKVX: EKVX NSCLC. 71,000 compounds, 3% hits
SK-MEL-5: SK-MEL-5 melanoma; 80,000 compounds, 6.4% hits; AID 1794755
A549/ATCC: A549/ATCC NSCLC; 81,000 compounds, 3.7% hits; AID 1794740
LOX IMVI: LOX IMVI melanoma; 79,000 compounds, 7.4% hits
Active calls of the source: *; nt = not tested or not shown; & = joins results of further samples. Rule for the calls: active = growth percent below 10; inactive = the rest.

SMILES	HOP-92	M14	HOP-62	CCRF-CEM	EKVX	SK-MEL-5	A549/ATCC	LOX IMVI
CCOC(=O)/C=C/c1cccc2c1C(=O)NC(C)(c1cc3cc(OC)ccc3oc1=O)N2 (stereo not drawn)	56.2	63.9	73.4	54.4	52.7	53.1	47.0	60.0
Cc1ccc2c(c1)C(=O)C(=O)N2CCCCn1cc(-c2ccccc2)nn1	103.9	94.8	94.8	92.4	94.8	90.2	104.1	82.7
CC(=O)Oc1cccc(OC(C)=O)c1OC(C)=O	106.5	95.3	92.1	100.1	95.4	93.8	72.6	95.2
O=C(/C=C/c1ccccc1)c1ccc(NC(=O)c2ccccc2CN2C(=O)c3ccccc3C2=O)cc1	93.0	103.5	100.8	110.5	93.8	97.6	100.7	98.1
CC(CNC(Cc1ccccc1)c1ccccc1)NC(Cc1ccccc1)c1ccccc1 (stereo not drawn)	-0.2*	30.4	39.9	35.2	26.8	14.2	46.8	-5.8*
COc1ccc(-c2c(C#N)c(-c3ccccc3)nc3c2c(-c2ccc(Cl)cc2)nn3-c2ccccc2)cc1	123.4	103.6	105.2	106.9	101.1	99.0	105.7	97.7
C/C(=N\NC(=O)CSc1nc(-c2cnccn2)cc(-c2cccs2)c1C#N)c1cnccn1	107.1	103.1	98.7	90.0	93.1	102.2	103.5	88.2
COC(=O)CCCCCCCC(OC)OC	76.3	121.3	106.5	103.6	98.9	112.4	97.3	102.0
CN(C)Cc1cc(C(C)(C)C)cc(CN(C)C)c1O	79.3	98.1	106.7	113.0	96.9	96.5	97.1	98.9
COc1cccc2nc(Nc3cccc(NC(=O)c4ccc(CN5CCCN(C)CC5)c(C(F)(F)F)c4)c3)ccc12	-83.5*	-90.5*	-74.7*	-54.3*	-98.9*	-96.9*	-75.6*	-98.8*
CC(C)(CO)N(CCO)CCO	78.9	108.0	110.2	92.8	116.3	97.1	114.1	100.3
CC(C)C[C@H](N)C(=O)N=S(N)(=O)c1cccc2ccccc12 (stereo partly drawn)	90.6	99.5	102.5	97.0	97.8	103.7	99.4	97.9
CCCCc1n(Cc2ccc3ccccc3c2)c2ccccc2[n+]1Cc1ccc2ccccc2c1	-70.7*	-81.4*	-76.8*	-48.2*	-84.6*	-100.0*	-72.3*	-93.5*
CC(=O)c1c(C)nc(SCC(=O)Nc2ccc([N+](=O)[O-])cc2)n1-c1ccc(Cl)cc1	85.8	74.0	96.2	80.1	90.8	86.2	74.2	72.2
O=Cc1cn(-c2nc(N3CCCCC3)nc(N3CCOCC3)n2)c2ccccc12	74.5	94.8	nt	89.8	81.3	96.9	89.2	88.3
O=C(NCCCNc1nccc(-n2ccc3cccnc32)n1)c1ccc(C(F)(F)F)cc1	100.1	98.3	103.3	99.1	88.9	96.5	96.3	95.3
O=C(CCCCCCN1CC(=O)N2[C@@H](c3ccc(Cl)cc3Cl)c3[nH]c4ccccc4c3C[C@H]2C1=O)NO	88.2	88.5	76.9	54.0	96.6	92.8	109.3	95.8
COc1cc(/C=C/C(=O)C(=O)/C=C/c2ccc(OCc3ccccc3)c(OC)c2)ccc1OCc1ccccc1	110.2	102.2	91.5	nt	93.3	105.0	80.4	96.3
CCCNC(=O)c1ccc(NS(=O)(=O)c2ccc3c(c2)OCCCO3)cc1	90.9	102.6	92.5	96.3	103.0	96.0	102.6	95.5
Nc1nc(-c2ccccc2)cc(-c2cnn(-c3ccccc3)n2)n1	76.6	103.1	96.4	84.3	94.8	97.3	93.1	103.1
Clc1nc(Cl)c2ncn(C/C=C/Cn3cnc4c(Cl)nc(Cl)nc43)c2n1	-13.3*	101.4	94.3	18.2	86.6	68.7	71.6	38.8
O=C(O)c1c(O)cc(O)cc1O	98.1	103.9	101.1	103.1	112.4	108.4	99.5	111.2
CC(=O)[C@H]1[C@H](C)C[C@H]2[C@@H]3CC[C@@H]4CC(=O)CC[C@]4(C)[C@H]3CC[C@@]21C	102.5	103.4	103.5	nt	108.4	96.7	100.6	nt
Cc1cc(NS(=O)(=O)c2ccccc2)ccc1NS(=O)(=O)c1ccccc1	87.4	nt	110.3	109.3	92.8	95.8	104.5	96.1
COC(=O)c1ccc(-n2cc(CCCNC(=O)c3ccc(C)cc3)nn2)cc1	103.0	103.8	104.2	100.0	99.4	100.8	100.8	99.3
CCOC(=O)C1=C(CSc2nnc(-c3ccccc3)o2)N(C)C(=O)NC1c1ccccc1 (stereo not drawn)	87.1	95.1	92.1	93.3	80.7	90.2	95.6	73.7
COc1cc(-c2c[nH]cc2-c2ccccc2)cc(OC)c1OC	78.4	93.8	84.3	95.9	93.4	94.7	90.7	97.5
N#Cc1c(-c2ccc([N+](=O)[O-])cc2)cc(-c2cccc(OCC(=O)O)c2)[nH]c1=O	68.4	94.8	87.5	73.2	51.6	78.8	97.9	nt
CCCCCCNC(=O)Oc1ccc(/C(=C(/C)Cc2ccc(OC)cc2)c2ccc(OCCN3CCOCC3)cc2)cc1	75.1	101.8	101.4	84.1	92.8	87.9	84.5	97.4
COc1cc(OC)nc(NC(=O)CSc2nnc(-c3cccnc3SCc3ccccc3)o2)n1	nt	96.6	99.7	108.0	105.5	104.6	96.5	97.6
CC(C)OC(=O)Oc1ccc(Cl)cc1Cl	85.3	98.7	104.0	85.9	112.1	105.0	109.5	99.3
COC(=O)c1cccc(NC(=O)c2ccc(-c3cccc(N)c3)o2)c1	106.5	111.8	104.0	71.7	94.5	81.8	100.0	99.6
O=C(O)C1OC(O)C(O)C(O)C1O (stereo not drawn)	70.4	108.1	104.4	95.7	108.9	105.9	101.9	99.9
COc1ccc(CNS(=O)(=O)/N=C2\NC(=O)NC2=C(Cl)Cl)cc1	-2.2*	25.2	46.9	15.8	83.2	nt	25.7	nt
CC(C)CCOc1ccc(-c2n[nH]c(C(F)(F)F)c2-c2cncc(C#N)c2)c(O)c1	-27.9*	22.5	5.8*	6.7*	3.5*	nt	10.4	5.1*
Cn1c(=O)c2c(nc(Oc3ccccc3)n2C)n(C)c1=O	89.7	93.7	101.7	81.5	109.6	112.5	97.6	103.0
COc1ccc2cc(-c3ccnc4c(N=Nc5ccc(Cl)cc5)c(N)nn34)ccc2c1	98.7	92.8	94.4	91.6	114.1	97.5	81.9	101.8
CCOC(=O)C(=O)Nc1c(CC)cccc1C(C)CC (stereo not drawn)	104.1	106.6	88.2	107.1	94.5	96.9	83.5	98.1
O=C1c2ccccc2N=C(N/N=C/c2ccncc2)[C@@H]2CCCN12	100.7	107.4	107.8	104.4	106.2	101.7	101.6	100.0
CCCCNc1nc2c(c(=O)n(C)c(=O)n2C)n1C	116.7	99.6	98.5	96.5	102.7	105.9	106.4	94.8
CCCC(C)C(=O)OC1CCCCC1 (stereo not drawn)	nt	111.5	125.2	114.2	103.7	107.3	nt	105.8
COC(=O)c1nnn(-c2cccc(C(F)(F)F)c2)c1C(=O)c1ccc(Cl)c(Cl)c1	84.7	99.5	94.6	90.4	68.1	93.0	88.3	101.4
CC(=O)O.[In]	nt	105.4	105.8	85.4	nt	95.2	99.6	35.3
O=C(O)c1ccc(-n2cc(CO)c(-c3ccc(F)cc3F)n2)cc1	111.6	98.3	93.5	97.4	93.4	101.5	107.4	91.9
O=C1c2ccc3c4c(ccc(c24)C(=O)N1CCCNCc1ccccc1F)C(=O)N(CCCNCc1ccccc1F)C3=O	-14.2*	-60.8*	-29.7*	-11.7*	-56.5*	-96.2*	-91.2*	-71.9*
CC(C)=CCc1c2c(c3occ(-c4ccc(O)cc4)c(=O)c3c1O)C=CC(C)(C)O2	78.7	80.2	79.2	58.0	82.4	85.5	59.9	10.0
COc1cc(/C=N/N(C)C)ccc1O	-18.7*	107.8	91.4	94.5	105.3	99.5	84.1	107.6
Cc1ccc(-c2nn(-c3ccccc3)cc2/C=C/C(=O)c2ccc(NC(=O)CCCCCCC(=O)NO)cc2)cc1	96.4	nt	86.4	38.8	85.8	91.7	76.9	62.2

Shown in CSV form: twelve of the compounds above.
mol,HOP-92,M14,HOP-62,CCRF-CEM,EKVX,SK-MEL-5,A549/ATCC,LOX IMVI
COc1ccc2cc(-c3ccnc4c(N=Nc5ccc(Cl)cc5)c(N)nn34)ccc2c1,98.7,92.8,94.4,91.6,114.1,97.5,81.9,101.8
CCOC(=O)C(=O)Nc1c(CC)cccc1C(C)CC (stereo not drawn),104.1,106.6,88.2,107.1,94.5,96.9,83.5,98.1
O=C1c2ccccc2N=C(N/N=C/c2ccncc2)[C@@H]2CCCN12,100.7,107.4,107.8,104.4,106.2,101.7,101.6,100.0
CCCCNc1nc2c(c(=O)n(C)c(=O)n2C)n1C,116.7,99.6,98.5,96.5,102.7,105.9,106.4,94.8
CCCC(C)C(=O)OC1CCCCC1 (stereo not drawn),nt,111.5,125.2,114.2,103.7,107.3,nt,105.8
COC(=O)c1nnn(-c2cccc(C(F)(F)F)c2)c1C(=O)c1ccc(Cl)c(Cl)c1,84.7,99.5,94.6,90.4,68.1,93.0,88.3,101.4
CC(=O)O.[In],nt,105.4,105.8,85.4,nt,95.2,99.6,35.3
O=C(O)c1ccc(-n2cc(CO)c(-c3ccc(F)cc3F)n2)cc1,111.6,98.3,93.5,97.4,93.4,101.5,107.4,91.9
O=C1c2ccc3c4c(ccc(c24)C(=O)N1CCCNCc1ccccc1F)C(=O)N(CCCNCc1ccccc1F)C3=O,-14.2*,-60.8*,-29.7*,-11.7*,-56.5*,-96.2*,-91.2*,-71.9*
CC(C)=CCc1c2c(c3occ(-c4ccc(O)cc4)c(=O)c3c1O)C=CC(C)(C)O2,78.7,80.2,79.2,58.0,82.4,85.5,59.9,10.0
COc1cc(/C=N/N(C)C)ccc1O,-18.7*,107.8,91.4,94.5,105.3,99.5,84.1,107.6
Cc1ccc(-c2nn(-c3ccccc3)cc2/C=C/C(=O)c2ccc(NC(=O)CCCCCCC(=O)NO)cc2)cc1,96.4,nt,86.4,38.8,85.8,91.7,76.9,62.2

Additional compounds.
SMILES	HOP-92	M14	HOP-62	CCRF-CEM	EKVX	SK-MEL-5	A549/ATCC	LOX IMVI
O=C1CC2CC=CCN2C=C1n1cccn1 (stereo not drawn)	109.4	113.1	110.0	115.9	91.6	102.4	92.3	94.5
CCCCC1CCc2cccc3c(SCC(=O)N(C)c4ccc(Cl)cc4)cc[n+]1c23 (stereo not drawn)	127.4	104.8	106.7	107.8	125.4	101.9	105.8	99.7
O=C(c1ccc(Cl)cc1)C(NCCO)c1ccc(Cl)cc1 (stereo not drawn)	89.4&72.9	103.6&101.5	87.5	128.5&99.7	103.5	105.1&91.9	93.8&96.8	96.1&94.8
Clc1ccc(Nc2ccc3nnc(-c4ccncc4)n3n2)cc1Cl	110.0	109.4	106.0	87.4	nt	94.1	89.6	87.8
c1ccc(-c2noc3ncnc(NCCc4c[nH]c5ccccc45)c23)cc1	66.8	82.5	73.9	63.6	94.8	83.5	47.0	61.8
COc1ccc2oc(=O)cc(COc3ccc(N=Cc4ccccn4)cc3)c2c1	101.2	103.3	87.2	103.3	100.8	98.2	97.4	95.3
COc1ccc2nc3c(n2c1)C(=O)C(=O)c1ccccc1-3	37.4	-82.9*	-72.9*	20.8	-53.6*	-99.5*	-24.3*	-68.4*
O=C(CCl)NNc1nccc(Nc2ccc(S(=O)(=O)Nc3ccncc3)cc2)n1	37.3	45.2	83.2	23.8	62.2	8.0*	71.5	17.6
O=C(N/N=C/c1ccc(Cl)cc1)c1ccc(C(F)(F)F)nc1Nc1cccc(C(F)(F)F)c1	-0.4*	42.7	43.5	33.9	17.7	33.1	19.5	-13.9*
O=C(Cn1cccc(NC(=O)OCc2ccccc2)c1=O)Nc1ccccc1	90.9	97.6	98.8	99.4	nt	nt	104.3	nt
Cc1nc2ccccc2c(/C=C/c2ccccc2)c1C(=O)c1ccccc1	74.7	102.4	94.3	85.3	85.0	89.2	74.0	78.5
CCCCN(CCCC)/N=N\N(CCCC)CCCC	94.0	111.6	112.0	93.5	nt	100.6	96.0	105.0
O=P(Cc1cccc2ccccc12)(c1ccccc1)c1ccccc1	94.6&103.1	97.0&102.5	111.5&97.5	88.1	88.3&92.0	99.6&96.2	83.7&94.3	91.3&86.4
CC(=O)/C(=C/c1cccc(C#N)c1)C(=O)c1ccccc1	81.9	99.5	104.2	nt	nt	96.1	98.1	11.6
CCCCCC/C=N/Nc1ccc([N+](=O)[O-])cc1[N+](=O)[O-]	96.6	101.4	94.5	94.0	105.0	103.4	72.4	103.3
O=C(/C=C/C(=O)n1ccc2ccccc21)n1ccc2ccccc21	89.7	96.3	97.4	99.3	nt	97.3	105.4	93.3
CC(=O)Nc1ccc(-n2c(O)c(/C=N/NC(=O)Cc3ccccc3Nc3c(Cl)cccc3Cl)sc2=S)cc1	92.7	102.8	99.7	96.7	100.0	96.2	101.3	84.2
CCOC(=O)C#Cc1c(C(=O)OCC)nnn1Cc1ccc([N+](=O)[O-])cc1	40.6	43.8	112.9	-21.3*	105.6	93.2	96.1	0.0*
N#CC(C#N)=c1[nH]c(=O)/c(=C/c2ccc(Cl)cc2)s1	nt	101.5	126.8	99.7	101.6	111.3	114.8	nt
COc1cc(NCCCCN=C(N)NC(N)=NC(C)C)c2ncccc2c1	33.7	92.4	75.3	48.8	68.0	17.0	98.9	46.6
O=S(=O)(Nc1ccc(O)c(Sc2nc3ccccc3s2)c1)c1ccc(F)cc1	77.5	113.1	98.1	91.6	81.1	79.9	90.7	83.0
O=C1Nc2cc(Cl)ccc2/C1=C\c1c[nH]c2ccc(F)cc12	nt	95.6	105.3	81.7	61.9	99.6	88.7	77.0
O=C1NC(=O)C2(CC(C(=O)Nc3ccc4[nH]c(=S)[nH]c4c3)Oc3ccc(F)cc32)N1 (stereo not drawn)	104.1	104.8	101.6	nt	99.3	100.7	101.0	107.4
C/C(=C(/C)C1CC1CCNS(=O)(=O)c1ccc(C)cc1)c1ccc(C)cc1 (stereo not drawn)	nt	98.0	110.3	86.9	85.2	89.1	87.4	95.6
OCc1sccc1-n1cccc1	nt	97.4	114.6	nt	nt	101.8	100.8	nt
